High-throughput results (PubChem BioAssay)
KOR beta-arrestin-1: kappa opioid receptor activators – cell-based, luminescence, uHTS, primary screen (AID 1777). KOR beta-arrestin recruitment, luminescence; higher % means a stronger effect. activation, % at 10 µM, or EC50 in µM where a hit was titrated. 280,000 tested, 0.02% active; in the data active means activation above about 50%, passing the limit was not always enough; further: a part of the inactive calls stands beside numbers as strong as those of hits
West Nile antiviral: West Nile virus antiviral activity, cell-based, CPE readout (AID 1621). West Nile virus-infected cells, CPE inhibition; higher % means a stronger effect. one-dose CPE inhibition, % at 10 µM; IC50 in µM for titrated hits. 290,000 tested, 0.02% active; in the data active means a potency from the dose series; inconclusive means CPE inhibition mostly from about 3.7% at the one dose, without a potency; inactive means the rest, 99 in 100 with CPE inhibition below about 2.2%; further: strong numbers were not always called active
NOD2 inhibition: inhibition of NOD2-driven NF-kB reporter – cell-based, luminescence, uHTS, HEK293 (AID 1566); inhibition, % at 4 µM; hits with a dose series show EC50 in µM; 290,000 tested, 0.63% active; HEK293 NOD2/NF-kB luciferase reporter, luminescence; higher % means a stronger effect; further: many of its hits are not listed in these tables
HIV peptide binding: inhibitors of HIV fusion peptide binding, primary screen, biochemical, uHTS, fluorescence dequenching (AID 1986) | cell-free peptide binding, fluorescence dequenching, 30 min; higher % means a stronger effect | one-dose inhibition, % at 20 µM; IC50 in µM for titrated hits | 290,000 tested, 0.3% active; in the data active means inhibition mostly above about 52%, no sharp cut-off; inactive means mostly below about 76%; further: some results filed as inactive read as strong as hits
AID2073: inhibitors of Mint1-CaV2.2 protein interaction, biochemical, HTRF (AID 2073); one-dose inhibition, % at 20 µM; IC50 in µM for titrated hits; HTRF protein-protein interaction, Mint1-CaV2.2; higher % means a stronger effect; 290,000 tested, 0.19% active; in the data active means inhibition mostly above about 51%, no sharp cut-off; inconclusive means no clear call, values can overlap the other calls; inactive means mostly below about 53%; further: some results filed as inactive read as strong as hits
KOR beta-arrestin-2: kappa opioid receptor blockers – cell-based, luminescence, uHTS (AID 1778) | 290,000 tested, 0.091% active | KOR beta-arrestin recruitment, luminescence, antagonist mode; higher % means a stronger effect | one-dose inhibition, % at 10 µM; IC50 in µM for titrated hits; further: strong numbers were not always called active
Yfh1-off respiration: mitochondrial function rescue without frataxin homolog – Friedreich's ataxia, plus single-dose screen, dose response (AID 1465); fold induction at 50 µM, or EC50 in µM where a hit was titrated; 220,000 tested, 0.074% active; S. cerevisiae Yfh1-off respiration, WST-1 reduction, 72 h; higher fold induction means a stronger effect;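 active means fold induction of absorbance versus untreated yeast above a set limit, then at least 30% activation at any dose in follow-up; inconclusive means repeats straddling the limit, or above it without dose testing; inactive means fold induction below the set limit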;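 further: activators that raise dye reduction in frataxin-depleted yeast; strong numbers were not always called active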
NOD1 NF-kB reporter: inhibition of NOD1-driven NF-kB reporter – cell-based, luminescence, uHTS, primary screen (AID 1578). NOD1-driven NF-kB luciferase reporter cells, luminescence; higher % means a stronger effect. inhibition, % at 4 µM; hits with a dose series show EC50 in µM. 290,000 tested, 1% active; in the data active means inhibition mostly above about 36%, no sharp cut-off; inactive means mostly below about 34%;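 further: HEK-293T reporter cells stimulated with the NOD1 agonist gamma-tri-DAP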
Dengue-2 NS5 capping: Dengue-2 NS5 methyltransferase inhibitors, primary screen, biochemical, confirmation dose response (AID 588689); Dengue-2 NS5 methyltransferase capping enzyme assay, biochemical; higher % means a stronger effect; inhibition, % at 25 µM, or IC50 in µM where a hit was titrated; 340,000 tested, 0.3% active; in the data active means a potency from the dose series; inconclusive means inhibition above about 29% without an active follow-up result
Dengue-2 NS5 capping pilot replicate: recorded beside Dengue-2 NS5 capping, whose call it bears; inhibition, %; measured here: pilot screen replicate inhibition
Numbers without * were called inactive; i = inactive; ? = inconclusive; . = not tested or not shown; [ ] = dose if it differs, or a comment. Unless noted, no stated cut-off is given here; in the data, active means inhibition above about 50%; inactive means the rest. An excerpt. The share of hits here may be higher or lower than overall.

SMILES	KOR beta-arrestin-1	West Nile antiviral	NOD2 inhibition	HIV peptide binding	AID2073	KOR beta-arrestin-2	Yfh1-off respiration	NOD1 NF-kB reporter	Dengue-2 NS5 capping	others
COCCNC(=O)C(NC(=O)C1CCCCC1)C(C)C (configuration not stated)	-1.1%	0.5%	-3%	2.9%	19%	1%	i	-36%	-11%
COCCCNC(=O)c1ccc(CS(=O)(=O)c2ccc(Br)cc2)o1	9.0%	-0.8%	15%	-3.4%	-1%	6%	i	22%	5%
COc1ccccc1CNC(=O)c1ccc(NS(=O)(=O)c2cccs2)cc1	2.0%	0.7%	-11%	6.7%	11%	-26%	.	-16%	-3%
O=[N+]([O-])c1cccc(NC(=S)N2CCOCC2)c1	-0.4%	1.4%	-8%	0.4%	-11%	15%	i	-22%	-10%
COc1ccccc1CNC(=O)c1ccccc1C(=O)NC(CC(C)C)C(=O)NCc1ccccc1OC (configuration not stated)	3.4%	0.7%	12%	0.8%	8%	-2%	.	-2%	-3%
COc1ccc2[nH]c(=O)c(CN(Cc3ccc4c(c3)OCO4)C(C)=O)cc2c1	3.0%	-0.2%	15%	0.2%	29%	-13%	i	-12%	-5%
O=C(CN1C2CCCC1CC(NC(=O)c1ccccc1)C2)NC1CC1 (configuration not stated)	2.1%	-0.4%	13%	-0.8%	-2%	-2%	i	4%	0%
CC(C)COc1cccc(C(=O)NC(=S)NCc2cccnc2)c1	-7.6%	-1.5%	21%	-0.9%	5%	-35%	i	-7%	-1%
NC(=O)C1(C(N)=O)OC1c1ccc(Cl)cc1Cl (configuration not stated)	0.1%	-0.1%	19%	0.0%	6%	3%	i	4%	6%
O=C(O)CCCCCNC(=O)C(=O)C1C(=O)Nc2ccccc21 (configuration not stated)	4.3%	0.5%	19%	-0.3%	-4%	-2%	i	2%	-8%
CC1Cc2ccccc2N1C(=O)CSc1nc(-c2ccco2)cc(C(F)(F)F)n1 (configuration not stated)	6.3%	-0.3%	9%	47%	10%	42%	i	10%	-6%
COc1ccccc1Nc1ccc(C(=O)NCc2cccs2)cn1	.	-0.4%	24%	-0.5%	7%	15%[20 µM]	i	-30%	?
Cc1cc(=O)n2[nH]c(C(=O)O)nc2n1	5.7%	0.2%	-2%	1.6%	23%	-11%	i	-10%	4%
Cc1ccsc1C(=O)Nc1ccccc1N1CCOCC1	7.7%	-0.5%	-8%	-0.7%	1%	-20%	i	2%	6%	Dengue-2 NS5 capping pilot replicate=1.5
Clc1cccc(CSc2nnc([C@@H]3CCCN3)o2)c1	-0.1%	-0.5%	12%	-2.0%	-1%	45%	i	19%	4%
CCOC(=O)Cc1csc(NC(=O)COc2c(C)cccc2C)n1	-1.6%	-0.3%	14%	-1.0%	-10%	0%	i	-6%	-8%
O=C(Nc1ccccc1)OCc1cnc(Cl)s1	-4.7%	-0.7%	6%	3.1%	0%	-42%[20 µM]	i	-8%	-3%
Cc1ccc(C(=O)NNC(=O)c2ccncc2)cc1C	-2.7%	-0.3%	-2%	1.1%	2%	-12%[20 µM]	.	-23%	8%
CC(CC(=O)N(C)C1CCCCC1)S(=O)(=O)c1ccc2c(c1)NC(=O)CO2 (configuration not stated)	1.5%	-0.5%	-4%	0.7%	-2%	-12%	.	-10%	6%
COc1ccccc1NC(=S)N1CCC(NC(=O)c2ccco2)CC1	.	-1.2%	-37%	-0.8%	-14%	0%[20 µM]	i	-3%	-11%
CC1CCCCN1C(=O)CSc1nnc2c(n1)[nH]c1ccc(F)cc12 (configuration not stated)	-1.7%	0.2%	-2%	2.8%	2%	-12%	.	11%	-2%
O=C(OCC(=O)N1CCN(C(=O)c2ccco2)CC1)c1ccccc1C(=O)c1ccccc1	0.3%	-0.3%	1%	2.5%	3%	11%	i	-12%	-9%
CN1C(C(=O)c2ccccc2)=C(N)c2ccccc2S1(=O)=O	.	0.1%	9%	-1.3%	-2%	-24%[20 µM]	i	-7%	-10%
CN(C)c1nc(-c2ccccc2)nc(-c2ccc(Cl)cc2)c1C#N	3.7%	0.7%	4%	-1.8%	12%	-26%	i	-6%	0%
O=C(Nc1nc(-c2ccc(S(=O)(=O)N3CCCC3)cc2)cs1)C1COc2ccccc2O1 (configuration not stated)	-3.7%	2.1%	22%	-2.9%	-4%	14%	i	17%	0%

(cont.)
SMILES	KOR beta-arrestin-1	West Nile antiviral	NOD2 inhibition	HIV peptide binding	AID2073	KOR beta-arrestin-2	Yfh1-off respiration	NOD1 NF-kB reporter	Dengue-2 NS5 capping	others
CC(=O)NC(=S)Nc1cc(C(=O)O)ccc1Cl	-3.5%	0.9%	3%	3.0%	12%	-20%	i	-32%	-13%
CCOCCCNC(=O)c1ccc2c(c1)ncn2-c1ccccc1OC	0.9%	0.3%	-4%	4.5%	8%	1%	.	-2%	-1%
Cc1c(-c2ccccc2)[n+](=O)c(-c2ccco2)c(C)n1[O-]	-2.0%	0.1%	-8%	-2.2%	2%	8%	i	-18%	-8%
COc1ccc(N2CCN(S(=O)(=O)c3ccc(OC)c(C(=O)N4CCOCC4)c3)CC2)cc1	0.4%	-0.9%	-7%	-2.0%	17%	20%	.	-1%	-10%
Cc1cccc(C(=O)Nc2cccc(Br)c2)c1[N+](=O)[O-]	-7.2%	-1.3%	-35%	2.1%	5%	-5%	i	-23%	5%
Cc1cc(NC(=O)C2CC2)n(-c2nc3ccccc3s2)n1	-3.3%	-0.6%	14%	-1.4%	34%	5%	i	-40%	2%
CCCCC(=O)Nc1nc2c(s1)COc1ccccc1-2	-0.1%	-1.1%	9%	-0.8%	6%	-44%[20 µM]	.	62%*	-2%
CCOc1ccc(/C=N/n2cnnc2)cc1	-3.3%	0.1%	5%	1.4%	-4%	8%	i	-18%	-3%
CCOc1cc(C(=S)N2CCOCC2)ccc1OS(=O)(=O)c1ccc(C)cc1	-3.2%	-1.9%	14%	-1.0%	-11%	3%	.	-20%	-8%
Cc1c2c(nc3nc4ccccc4n13)CC(C)(C)CC2=O	1.0%	1.2%	8%	0.5%	15%	2%	i	.	0%	Dengue-2 NS5 capping pilot replicate=-0.9
NS(=O)(=O)c1cccc(NC(=O)Cn2cc(C(F)(F)F)cc(Cl)c2=O)c1	3.9%	0.1%	6%	-1.8%	-3%	17%	i	5%	-8%
Cc1ccc(-c2oc3ncnc(N)c3c2-c2ccc(C)cc2)cc1	-2.7%	-0.3%	-40%	2.0%	20%	-35%	i	33%	-7%
COc1ccccc1N1CCN(C(c2cccs2)C(C)NC(=O)C(=O)N2CCCCC2)CC1 (configuration not stated)	-0.4%	-0.6%	2%	-0.6%	3%	-14%	.	-16%	7%
O=C(c1cc2cc(F)ccc2[nH]1)N1CCCC(Nc2ccc(F)cc2)C1 (configuration not stated)	3.3%	-0.1%	12%	0.7%	-8%	5%	.	-18%	4%
O=C(c1cccc(C(F)(F)F)c1)C1CCCN(Cc2cccn2-c2ncccn2)C1 (configuration not stated)	-4.7%	-1.4%	8%	-0.8%	9%	-20%	i	-29%	5%
COc1ccc(C(=O)N/N=C(/C)c2cccc(NC(=O)c3ccccc3F)c2)cc1	0.7%	2.2%	9%	4.1%	6%	-8%	.	-24%	-3%
CCOC(=O)C1CCCN(S(=O)(=O)c2ccc(S(=O)(=O)N(CC)CC)cc2)C1 (configuration not stated)	-2.6%	-2.1%	32%	-0.8%	-3%	-21%[20 µM]	i	38%	2%
Cc1ccc(C(=O)NC(=S)Nc2cccc3nsnc23)cc1	-1.8%	0.0%	-41%	2.0%	8%	9%	i	-22%	6%
Cc1cc(=O)oc2cc(OCC(=O)Nc3c(Cl)cccc3C(F)(F)F)ccc12	-7.3%	-0.1%	24%	1.7%	0%	5%	.	-31%	-1%
c1ccc2c(c1)OC(CCCN1CCCCC1)c1ccccc1S2 (configuration not stated)	2.0%	0.0%	2%	0.6%	5%	-6%	i	-33%	-6%
CCn1nc(C)cc1C(=O)N1CCCC(C(=O)c2cccc(OC)c2)C1 (configuration not stated)	.	-1.6%	11%	-0.9%	16%	-3%[20 µM]	i	-35%	1%
Cc1ccc(S(=O)(=O)c2cnc(-c3ccccc3)nc2N2CCN(C)CC2)cc1	1.1%	-0.8%	16%	-1.3%	-9%	-12%	i	-17%	4%
CCOC(=O)C1CCCN(CCC(=O)Nc2ccc(Br)c(C)c2)C1 (configuration not stated)	-6.2%	-0.2%	8%	-0.9%	5%	8%[20 µM]	.	-28%	-10%
CCS(=O)(=O)N1Cc2ccccc2CC1C(=O)Nc1ccc(OC)cc1 (configuration not stated)	-0.5%	-0.3%	-15%	0.3%	14%	-33%	i	-49%	11%
CCOc1ccc(N2C(=O)C3ON(c4ccccc4)C(c4ccco4)C3C2=O)cc1 (configuration not stated)	-2.5%	0.7%	1%	0.3%	12%	5%	i	-10%	-22%

Part of the list above in order of heavy-atom count, smallest number first:
SMILES	KOR beta-arrestin-1	West Nile antiviral	NOD2 inhibition	HIV peptide binding	AID2073	KOR beta-arrestin-2	Yfh1-off respiration	NOD1 NF-kB reporter	Dengue-2 NS5 capping	others
NC(=O)C1(C(N)=O)OC1c1ccc(Cl)cc1Cl (configuration not stated)	0.1%	-0.1%	19%	0.0%	6%	3%	i	4%	6%
Clc1cccc(CSc2nnc([C@@H]3CCCN3)o2)c1	-0.1%	-0.5%	12%	-2.0%	-1%	45%	i	19%	4%
O=C(O)CCCCCNC(=O)C(=O)C1C(=O)Nc2ccccc21 (configuration not stated)	4.3%	0.5%	19%	-0.3%	-4%	-2%	i	2%	-8%
c1ccc2c(c1)OC(CCCN1CCCCC1)c1ccccc1S2 (configuration not stated)	2.0%	0.0%	2%	0.6%	5%	-6%	i	-33%	-6%
CC1Cc2ccccc2N1C(=O)CSc1nc(-c2ccco2)cc(C(F)(F)F)n1 (configuration not stated)	6.3%	-0.3%	9%	47%	10%	42%	i	10%	-6%

Continued:
SMILES	KOR beta-arrestin-1	West Nile antiviral	NOD2 inhibition	HIV peptide binding	AID2073	KOR beta-arrestin-2	Yfh1-off respiration	NOD1 NF-kB reporter	Dengue-2 NS5 capping	others
Cc1cc(C)n(-c2nnc(NCc3ccc(Cl)cc3)nn2)n1	-10%	0.5%	1%	-2.7%	-5%	14%	i	-45%	-5%
C#CCn1c(=NC(=O)c2cccs2)sc2cccc(OC)c21	16%	.	-20%	-3.0%	21%	-21%	.	-60%	-1%
COc1ccc(NC(=O)c2ccc(-c3csc(C)n3)cc2)cc1	3.4%	-0.8%	-2%	2.3%	17%	-8%	.	-6%	2%
COc1ccc(C2C(C(=O)c3cccs3)=C(O)C(=O)N2c2cccc(C)n2)cc1OC (configuration not stated)	3.7%	0.0%	27%	-0.3%	-1%	36%	i	4%	8%
CN1C(=O)CC(=O)N(C)c2cc(S(=O)(=O)N(C)Cc3ccccc3)ccc21	-1.6%	0.0%	12%	1.7%	45%	-50%	.	5%	-1%
O=C1CSc2ccccc2N1Cc1ccccc1F	5.1%	1.6%	12%	12%	1%	-6%	i	-15%	-5%
C=CCNC(=S)Nc1ccc2nsnc2c1	4.6%	0.6%	22%	8.6%	27%	-41%	i	8%	-2%
C=CCn1c(C)nnc1SCC(=O)NC1CC1	-1.4%	-0.1%	-10%	-0.4%	-6%	9%	.	-40%	1%
CCC(CC)C(=O)Oc1c(Sc2ccccc2[N+](=O)[O-])c(C)nn1C(C)(C)C	0.8%	.	2%	-0.8%	1%	23%	.	8%	0%
